aGlu spleen mod: qHTS Assay for Inhibitors and Activators of Human alpha-Glucosidase From Spleen Homogenate. human spleen homogenate, 4-MU-alpha-glucoside fluorescence. Potency, µM (highest dose often 79.9 µM), without a hit: top-dose activity change, negative = inhibition, hits mostly inhibitors. 240,000 compounds, 0.006% hits. AID 2112, 2009;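 also: 0% = enzyme with vehicle and -100% = no enzyme basal signal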
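Enzyme source: human spleen homogenate, 1 ug/well. Buffer 50 mM citric acid/K phosphate pH 5.0, 0.01% Tween-20. 4-MU-alpha-glucoside 1 mM; 37 C x 40 min; NaOH/glycine stop; fluorescence.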
GAA inh: qHTS Assay for Inhibitors of Human alpha-Glucosidase as a Potential Chaperone Treatment of Pompe Disease; purified human GAA, 4-MU-alpha-glucoside fluorescence; 200,000 compounds, 0.005% hits; Lysosomal alpha-glucosidase (Homo sapiens), P10253; Potency, µM (series often up to 76.9 µM), without a hit: at the highest dose activity change, negative = inhibition, hits mostly inhibitors; AID 1466, 2008;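 also: plate controls were uninhibited enzyme wells for no effect and no-enzyme background for full effect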
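Read-out is 4-methylumbelliferone fluorescence (Ex 365/Em 440 nm) after NaOH/glycine stop at pH 10. Enzyme 4 nM, substrate 400 uM, pH 5.0 citrate buffer, 20 min room temperature; AC50 from Hill-equation concentration-response.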
GAA glycogen: qHTS Assay for Inhibitors and Activators of Human alpha-Glucosidase Cleavage of Glycogen | recombinant GAA, glycogen substrate, Amplex Red glucose oxidase fluorescence | Potency, µM (series often up to 76.4 µM), for inactives: top-dose activity change, negative = inhibition, actives largely listed as inhibitors | 300,000 compounds, 0.38% hits | AID 2100, 2009;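 also: 0% = full enzyme reaction and -100% = no-enzyme basal signal; the screen sought inhibitors and activators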
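Recombinant human enzyme (4 nM); glycogen substrate; 37 C, 40 min, pH 5.0. Readout: coupled glucose oxidase/Amplex Red fluorescence.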
GoLoco inh red: qHTS Assay for Inhibitors of RGS12 GoLoco Motif Activity (Red Fluorophore). Guanine nucleotide-binding protein G(i) subunit alpha-1 (Homo sapiens), P63096. AID 880, 2007. Potency, µM (top dose mostly 61.6 µM), without a hit: at the highest dose activity, negative = inhibition, most hits filed as inhibitors. 230,000 compounds, 0.44% hits. Gai1:RGS12 GoLoco peptide FP, rhodamine, 10 min; active = well fitted inhibition curve with a large enough effect, not every such curve was filed as active; inactive = no such curve, though single readings can be large or run the other way; also: nearly all actives have a fitted effect of over 30% in size; many of its hits are not listed in these tables
RECQ1 inh: qHTS Assay for Inhibitors of RecQ-Like Dna Helicase 1 (RECQ1); AID 2549, 2010; 240,000 compounds, 0.54% hits; RECQ1 DNA unwinding, red fluorescence kinetic read; Potency, µM (top dose mostly 57.3 µM), inactives show top-dose activity, negative = inhibition, hits mostly inhibitors;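 also: plate controls were vehicle for no effect and no enzyme for full effect; nearly all actives have a fitted effect of over 30% in size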
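RECQ1T1 50 nM; forked duplex (20 bp + 30-nt ss tails) 200 nM, ATP 2 mM final; pH 8.0, 2 mM MgCl2, 2.5 ug/ml poly(dI-dC); 15 min compound preincubation; discontinuous kinetic read over 2 h at RT.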
L3MBTL1 inh: qHTS Assay for the Inhibitors of L3MBTL1 | Lethal(3)malignant brain tumor-like protein 1 (Homo sapiens), Q9Y468 | AlphaScreen L3MBTL1–H3K9me1 peptide binding | Potency, µM (highest dose often 57.1 µM), for the others: at the top dose activity, negative = inhibition, hits mostly inhibitors | 230,000 compounds, 0.66% hits; also: nearly all actives have a fitted effect of over 60% in size
Target sequence (Q9Y468 whole entry, looked up): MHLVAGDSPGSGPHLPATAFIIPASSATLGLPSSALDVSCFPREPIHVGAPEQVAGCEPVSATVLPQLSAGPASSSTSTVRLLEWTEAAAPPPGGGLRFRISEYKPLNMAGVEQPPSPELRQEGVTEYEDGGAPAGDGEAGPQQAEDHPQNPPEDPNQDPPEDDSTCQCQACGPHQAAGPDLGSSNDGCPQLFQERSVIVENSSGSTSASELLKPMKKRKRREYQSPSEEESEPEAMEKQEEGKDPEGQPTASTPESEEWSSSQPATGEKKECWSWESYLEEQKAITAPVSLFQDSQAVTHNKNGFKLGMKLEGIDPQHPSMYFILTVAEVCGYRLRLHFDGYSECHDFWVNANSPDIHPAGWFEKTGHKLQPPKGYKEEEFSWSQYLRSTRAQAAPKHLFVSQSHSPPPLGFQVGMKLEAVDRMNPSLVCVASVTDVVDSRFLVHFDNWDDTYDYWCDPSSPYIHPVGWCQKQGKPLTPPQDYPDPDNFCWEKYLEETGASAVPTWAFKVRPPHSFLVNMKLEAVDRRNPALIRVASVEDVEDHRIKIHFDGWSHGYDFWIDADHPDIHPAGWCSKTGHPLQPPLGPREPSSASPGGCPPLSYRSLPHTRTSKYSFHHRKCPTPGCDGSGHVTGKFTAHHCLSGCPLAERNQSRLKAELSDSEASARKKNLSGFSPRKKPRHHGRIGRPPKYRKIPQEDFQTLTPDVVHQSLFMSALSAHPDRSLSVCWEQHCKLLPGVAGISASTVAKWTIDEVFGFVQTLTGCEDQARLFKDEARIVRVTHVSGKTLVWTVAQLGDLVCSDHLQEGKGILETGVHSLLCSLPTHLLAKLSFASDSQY
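Displacement of a biotinylated histone H3(1-15) peptide monomethylated at Lys9 (75 nM) from L3MBTL1 (50 nM) was measured by AlphaScreen after a 30 min room-temperature compound incubation; cefsulodin titration served as intraplate control.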
TRb SRC2 PPI: qHTS for Inhibitors of the Interaction of Thyroid Hormone Receptor and Steroid Receptor Coregulator 2 | Thyroid hormone receptor beta (Homo sapiens), P10828 | TRbeta-SRC2 peptide binding, fluorescence polarization; receptor liganded with 1 µM T3 | Potency, µM (highest dose often 106 µM), inactives show at the top dose activity change, negative = inhibition, most hits filed as inhibitors | 280,000 compounds, 0.065% hits;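 also: plate controls were bound peptide for no effect and peptide without receptor for full effect; nearly all actives have a fitted effect of over 50% in size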
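TRb LBD 0.6 uM + Texas Red SRC2 peptide 20 nM, 1 uM T3, Tris buffer w/ 5% DMSO; compound pinned, 5 h RT; FP read ex 555/em 632; normalized to unbound and bound controls.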
TR SRC2 fluor cs: Total Fluorescence Counterscreen for Inhibitors of the Interaction of Thyroid Hormone Receptor and Steroid Receptor Coregulator 2 | 280,000 compounds, 0.29% hits | Potency, µM (highest dose often 106 µM), for the others: at the highest dose fluorescence change, negative = quenching | AID 1479, 2009 | TRb/SRC2 Texas Red total fluorescence interference; active = well fitted curve in either direction with a large enough effect; inconclusive = small, poorly fitted or top-dose-only effect
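Human TRβ ligand-binding domain (0.6 uM) and Texas Red SRC2 peptide (20 nM) in Tris buffer with 1 uM T3 and 5% DMSO were incubated with pinned compound for 5 hr at ambient temperature. Total fluorescence was computed as S + 2P (555/632 nm).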
The depositor's hits bear a star; i = inactive; ? = inconclusive; · = not tested or not shown; [ ] = another dose, or the depositor's remark. Unless noted, calls follow the shape of the dose curve; as a rule, active = well fitted curve in the direction sought with a large enough effect; inconclusive = small, poorly fitted or top-dose-only effect, or another doubt; inactive = no such curve, though single readings can be large; an effect the other way counts as inactive or inconclusive. Unless noted, % is scaled to controls: 0 for no effect and ±100 for the full control effect; potency is read from the fitted curve at half-maximal effect. A portion of the library (hit frequency here may not be typical).

SMILES	aGlu spleen mod	GAA inh	GAA glycogen	GoLoco inh red	RECQ1 inh	L3MBTL1 inh	TRb SRC2 PPI	TR SRC2 fluor cs
CC(C)C(c1nnnn1Cc1ccccc1)N(CCCO)Cc1cc2cc3c(cc2[nH]c1=O)OCO3 (stereo unspecified)	-1%	-13%	3%	5%	0%	0%	-2%	0%
Cc1cc(C)n(CCC(=O)N/N=C/c2ccc(O)cc2)n1	-3%	2%	2%	-7%	-10%	6%	-1%	-5%
c1ccc(C2=NNC(=NCc3ccc4c(c3)OCO4)SC2)cc1	3%	-6%	-24%	·	-5%	-8%	7%	-3%
CN1/C(=C/C(=O)CSc2ccccc2C(=O)O)C(C)(C)c2ccccc21	8%	·	-2%	195%[activator]	5%	-15%	-10%	-1%
CCOc1ccc(Cc2n[nH]c(=S)n2Cc2ccccc2)cc1	0%	5%	-13%	18%	i	-13%	4%	-1%
Cc1c(N2C(=O)CSC23C(=O)Nc2ccccc23)c(=O)n(-c2ccccc2)n1C (stereo unspecified)	3%	3%	11%	7%	-7%	-4%	-3%	-1%
C/C(=C\C(=O)N1CCc2ccccc21)C(=O)O	-3%	-2%	-29%	12%	-13%	-8%	4%	-4%
CO/N=C(\C)CCN1CCCCc2nc(C)c(C)cc21	-8%[17.4 µM]	·	·	·	12%[11.5 µM]	·	-2%[11.2 µM]	-2%[11.2 µM]
Fc1ccc(N2CN(Cc3cccnc3)CNC2=S)cc1	-1%	-14%	3%	3%	26%	-1%	1%	0%
Cc1ccc(NS(=O)(=O)c2cc(C(=O)OCC(=O)NCC3CCCO3)ccc2C)cc1 (stereo unspecified)	3%	5%	5%	8%	-5%	-4%	0%	0%
CC(Oc1ccc(F)cc1)C(O)CCN(C)C (stereo unspecified)	2%	4%	-1%	14%	-4%	-5%	-1%	-10%
O=c1ccc(Cc2ccc(Cl)cc2)n[nH]1	-1%	-4%	15%	7%	i	5%	-4%	-2%
CCOC(=O)c1c(-c2ccc(OC)cc2)nc2nonc2c1N	-5%	2%	6%	10%	-1%	9%	-4%	-2%
CCCS(=O)(=O)N1CCC(Cc2ccc(OC)cc2)(C(=O)OCC)CC1	-6%	12%	3%	12%	3%	-2%	1%	-3%
Cc1ccc(S(=O)(=O)NC(=O)N2CCN(Cc3c(F)cccc3Cl)CC2)cc1	-3%	1%	-2%	12%	i	9%	-3%	-3%
Cn1ccnc1SCC(=O)Nc1cc(C(F)(F)F)ccc1N1CCOCC1	0%	2%	5%	3%	14%	·	-5%	0%
O=C(Oc1ccc2c(=O)c(Oc3ccc4ccccc4c3)coc2c1)c1cccnc1	1%	-23%	-4%	0%	-6%	-1%	-1%	0%
CC(C)(C)OC(=O)NNC(=O)c1cccs1	-16%	-3%	-6%	6%	0%	·	-4%	-4%
CCOC(=O)C1(O)CC(C)=NN1C(=O)c1cccc(Cl)c1 (stereo unspecified)	-3%	1%	-4%	3%	2%	-10%	-2%	-3%
CC(=O)N1CCCc2cc(S(=O)(=O)CCC(=O)N3CCN(c4ccccc4)CC3)ccc21	4%	-12%	22%	1%	-11%	·	-11%	1%
COCCNC(=O)c1nc2ccccc2s1	2%	-3%	-7%	-4%	i	7%	4%	-3%
COc1ccc(CNC(=O)C/C(C)=N/NC(=O)COc2ccc(C)cc2Br)cc1	6%	-11%	-2%	8%	0%	9%	2%	1%
O=C(Oc1ccc2ccc(OC(=O)N3CCOCC3)cc2c1)N1CCOCC1	-6%	0%	-10%	16%	-11%	-4%	-1%	6%
CCOC(=O)N1CCN(c2nc(C)cc(C(F)(F)F)n2)CC1	-2%	-2%	3%	8%	i	-1%	2%	-5%
COC(=O)/C(=C\c1ccc(O)cc1)c1nc2ccccc2[nH]1	-6%	9%	-10%	14%	18%	3%	-1%	-1%
Next section
SMILES	aGlu spleen mod	GAA inh	GAA glycogen	GoLoco inh red	RECQ1 inh	L3MBTL1 inh	TRb SRC2 PPI	TR SRC2 fluor cs
CCOC(=O)c1c(C)[nH]c(C(=O)COC(=O)c2cn(CC)c3nc(C)ccc3c2=O)c1C	1%	-5%	7%	-12%	-8%	0%	2%	-3%
O=c1nc(/C=C/c2cccn2-c2ccc([N+](=O)[O-])cc2)cc(C(F)(F)F)[nH]1	2%	-10%	3%	22%	35µM*	·	3%	-8%
CN1C(=O)N(C)C2CC1N(C)C(=O)N2C	-1%	2%	-7%	5%	i	·	7%	1%
O=C1Nc2ccc(Cl)cc2/C1=C/C1CC=CCC1 (stereo unspecified)	-2%	1%	0%	8%	-5%	5%	3%	0%
Cc1ccc(OCCn2c(C)c(/C=N/n3cnnc3)c3ccccc32)cc1	-6%	-5%	-8%	7%	8%	-8%	-4%	-3%
Cc1ccc(C2=NN(C(=O)c3cccs3)C(c3ccccc3O)C2)cc1 (stereo unspecified)	-4%	?	-4%	21%	i	-9%	1%	-2%
CN(C)CCCN1CC(C(=O)O)CC1=O (stereo unspecified)	-1%	0%	3%	12%	-13%	7%	-1%	-3%
O=C(Cn1ccc(C(F)(F)F)n1)Nc1cccc(S(=O)(=O)N2CCCCC2)c1	-14%	-5%	7%	13%	i	-7%	3%	-1%
CCOC(=O)N1CCN(c2nc(C(F)(F)F)nc3c(C)cc(C)cc23)CC1	-3%	-2%	-6%	10%	-1%	·	-12%	2%
CCOc1ccc2nnc(-c3ccc(Br)cc3)n2n1	-8%	2%	-2%	-4%	-4%	13%[11.4 µM]	11%	0%
CC1=CS(=O)(=O)CC1Sc1nc(C)n[nH]1 (stereo unspecified)	-10%	5%	3%	6%	-13%	?	0%	-3%
CC1CCc2c(sc(NS(=O)(=O)c3ccccc3)c2C(=O)OC(C)C)C1 (stereo unspecified)	0%	-1%	-26%	22%	-17%	-4%	-15%	-3%
O=C(COc1cccc(NC(=O)c2ccccc2)c1)c1ccccc1	1%	-11%	3%	16%	i	-2%	-1%	-2%
O=C(NNC(=O)C1CC1c1ccccc1)c1ccccc1F (stereo unspecified)	-1%	?	-8%	2%	i	5%	0%	-1%
COc1cc([C@@H]2[C@H]3CNCC=C3C(C#N)=C(N)C2(C#N)C#N)ccc1OC(C)C	0%	4%	1%	90%[activator]	-18%	-5%[11.4 µM]	7%	1%
CCN(CC)S(=O)(=O)c1ccc(N2CCCC2)c(NS(=O)(=O)c2ccc([N+](=O)[O-])cc2)c1	-4%	3%	-13%	·	-11%	-4%	3%	1%
S=c1ccss1	-14%	·	·	-6%	-5%	·	-9%	-4%
CNC(=O)CN(c1cccc2ccccc12)S(C)(=O)=O	9%	-3%	5%	2%	i	·	-4%	-2%
CC(C)N1CCN(C2CSCCSC2)CC1CCO (stereo unspecified)	-2%	·	5%	-1%	-13%	2%	-1%	0%
CCCN1C(=O)C2(C(C(=O)c3ccc(C)o3)=C(O)C(=O)N2CCCOC)c2ccccc21 (stereo unspecified)	-2%	·	-1%	12%	13%	·	-5%	1%
Cc1ccc(/C=N/NC(=O)c2nnn(-c3nonc3N)c2CSc2ccccc2)cc1	3%	·	-4%	-2%	-6%	11%	-3%	-1%
COCC(=O)Nc1ccc(C(=O)Nc2ccccc2Cl)cc1	3%	-18%	10%	9%	1%	7%	2%	-3%
COc1ccccc1NS(=O)(=O)c1cccc2nsnc12	-3%	·	0%	1%	i	5%	0%	-1%
COc1ccc(S(=O)(=O)NCCSc2ccc(Cl)cc2)cc1OC	-2%	0%	-2%	2%	-11%	6%	5%	3%
Oc1ccccc1Nc1nc(NCC2CCCO2)c2ccccc2n1 (stereo unspecified)	1%	?	8.8µM*	-1%	-7%	-5%	3%	-4%

Exported in markdown: entries from further up.
| Structure | aGlu spleen mod | GAA inh | GAA glycogen | GoLoco inh red | RECQ1 inh | L3MBTL1 inh | TRb SRC2 PPI | TR SRC2 fluor cs |
| --- | --- | --- | --- | --- | --- | --- | --- | --- |
| CCN(CC)S(=O)(=O)c1ccc(N2CCCC2)c(NS(=O)(=O)c2ccc([N+](=O)[O-])cc2)c1 | -4% | 3% | -13% | · | -11% | -4% | 3% | 1% |
| S=c1ccss1 | -14% | · | · | -6% | -5% | · | -9% | -4% |
| CNC(=O)CN(c1cccc2ccccc12)S(C)(=O)=O | 9% | -3% | 5% | 2% | i | · | -4% | -2% |
| CC(C)N1CCN(C2CSCCSC2)CC1CCO (stereo unspecified) | -2% | · | 5% | -1% | -13% | 2% | -1% | 0% |
| CCCN1C(=O)C2(C(C(=O)c3ccc(C)o3)=C(O)C(=O)N2CCCOC)c2ccccc21 (stereo unspecified) | -2% | · | -1% | 12% | 13% | · | -5% | 1% |

The listing continues.
SMILES	aGlu spleen mod	GAA inh	GAA glycogen	GoLoco inh red	RECQ1 inh	L3MBTL1 inh	TRb SRC2 PPI	TR SRC2 fluor cs
C/C(=N\O)c1c(C)c2ccccc2n1C	1%	2%	0%	13%	-3%	-5%	-12%	-2%
C/C(=N\NC(=S)NCc1ccccc1)c1ccc(Cl)cc1	3%	-13%	-19%	6%	32µM*	-1%	5%[53 µM]	-2%[53 µM]
Cc1cc(C)c(NC(=O)c2oc3ccccc3c2COc2ccccc2)c(C)c1	-5%	-8%	4%	·	-6%	14%	-3%	-4%
Cc1ccc(N2/C(=N/c3nc(C)cc(C)n3)NC(=O)CC2C(=O)O)cc1 (stereo unspecified)	-12%	-15%	-9%	-6%	-5%	·	-10%	-1%
O=C(NC1CCCc2c1cnn2-c1ccc(F)cc1F)c1ccccn1 (stereo unspecified)	-1%	?	5%	19%	15%	-1%	-7%	0%
CC1(C)CC(=O)C(C(C2=C(O)CC(C)(C)CC2=O)c2ccc(Cl)c([N+](=O)[O-])c2)C(=O)C1 (stereo unspecified)	2%	-2%	9%	7%	-4%	0%	-10%	0%

Compound activity: PubChem, National Center for Advancing Translational Sciences (NCATS)
